HKDC1 inh – blocks human hexokinase HKDC1 activity | inhibition, % at 20 µM | AID 493160 | hit rate 0.16% among 340,000 | recombinant HKDC1, G6PDH/diaphorase resazurin coupled fluorescence;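 active = inhibition above about 35% when tested at 20 µM, limit read from the data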;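 also: plate controls were DMSO wells with enzyme for no effect and DMSO wells lacking enzyme for full effect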
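Material: recombinant HKDC1 hexokinase; Amount: HKDC1 at 5 µg/mL; Medium: Tris pH 8.0 buffer with MgCl2, Tween-20, BSA, BME; Schedule: 90 min reaction incubation at room temperature, dark; Technique: coupled resazurin fluorescence, excitation 525 nm, emission 613 nm.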
SENP8 block-1 – SENP8 protease inhibition | Q96LD8 | purified SENP8, Z-RLRGG-aminoluciferin cleavage, luminescence | inhibition, % at 10 µM | hit rate 1.2% among 330,000 | AID 2540; in the data active = inhibition above about 50%
Target sequence (Q96LD8 whole entry, looked up): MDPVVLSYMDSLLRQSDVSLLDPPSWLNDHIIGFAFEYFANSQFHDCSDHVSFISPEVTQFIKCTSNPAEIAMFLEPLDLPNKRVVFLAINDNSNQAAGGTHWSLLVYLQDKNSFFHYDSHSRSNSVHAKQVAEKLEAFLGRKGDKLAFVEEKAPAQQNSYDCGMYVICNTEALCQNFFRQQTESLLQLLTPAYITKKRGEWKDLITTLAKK
NLRP3 yeast inh – NALP3 inhibition in yeast; Yeast reconstituted NLRP3/ASC/caspase-1, beta-gal luminescence, 24 h; AID 2825; hit rate 0.39% among 330,000; inhibition, % at 10 µM;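 active = inhibition of 50% or more; inactive = inhibition below 50%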;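 also: plate controls were induced DMSO wells for no effect and uninduced yeast grown without galactose for full effect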
SENP7 block – blocks the human protease SENP7. Q9BQF6. recombinant SENP7, Z-RLRGG-aminoluciferin luminescence, 40 min. inhibition, % at 5 µM. hit rate 1.5% among 330,000. AID 434973;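 active = inhibition above about 50% at the single test dose, limit read from the data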;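 also: plate controls were DMSO with enzyme for no effect and no enzyme buffer wells for full effect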
SENP8 block-2 – blocks human SENP8 cleavage of Nedd8 substrate; recombinant SENP8, Nedd8 substrate fluorescence; inhibition, % at 20 µM; hit rate 0.64% among 360,000; AID 602440; in the data active = inhibition mostly above about 40%, no sharp cut-off; inactive = mostly below about 27%
PfGluPho inh – PfG6PD (Plasmodium falciparum) enzyme inhibition; PfGluPho enzyme, NADPH resazurin-diaphorase fluorescence; inhibition, % at 20 µM; hit rate 0.78% among 350,000;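 active = inhibition reaching at least a set limit at 20 µM in the primary screen, cut at about 59% in these data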;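 also: 0% = DMSO wells with substrate and 100% = DMSO wells lacking glucose-6-phosphate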
SENP6 inh – SENP6 protease inhibition; hit rate 1.8% among 330,000; inhibition, % at 10 µM; AID 2599; Recombinant SENP6 catalytic domain, aminoluciferin luminescence;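 active = inhibition above about 50% at the single tested dose, limit read from the data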;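 also: plate controls were DMSO wells with enzyme for no effect and DMSO wells lacking enzyme for full effect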
Target sequence (Q9GZR1 628-1112 limits assumed): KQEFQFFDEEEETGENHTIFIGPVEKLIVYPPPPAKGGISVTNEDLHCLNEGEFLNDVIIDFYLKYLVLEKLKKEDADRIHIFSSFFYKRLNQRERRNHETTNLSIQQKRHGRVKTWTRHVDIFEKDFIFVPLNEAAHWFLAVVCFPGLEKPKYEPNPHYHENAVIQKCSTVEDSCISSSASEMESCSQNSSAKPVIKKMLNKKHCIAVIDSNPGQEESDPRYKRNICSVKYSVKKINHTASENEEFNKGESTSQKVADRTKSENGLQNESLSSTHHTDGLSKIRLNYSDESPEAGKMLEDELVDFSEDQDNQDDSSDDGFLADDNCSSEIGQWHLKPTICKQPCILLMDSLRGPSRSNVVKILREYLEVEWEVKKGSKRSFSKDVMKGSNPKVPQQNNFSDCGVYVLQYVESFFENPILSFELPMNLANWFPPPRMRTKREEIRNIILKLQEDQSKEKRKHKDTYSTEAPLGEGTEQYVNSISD
SENP1 inh – SENP1 (human) catalytic domain inhibition; Q9P0U3; recombinant SENP1 catalytic domain, CyPet-SUMO1-YPet FRET cleavage; inhibition, % at 10 µM; hit rate 0.21% among 360,000;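 active = inhibition at least 30% at 10 µM, raw YFP signal under a set limit, fluorescence ratio 0.5 to 1.5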;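 also: 0% = enzyme with DMSO and 100% = no enzyme wells; some results filed as inactive read as strong as hits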
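Material: hSENP1 catalytic domain, recombinant; medium: Tris pH 8 with BME, BSA, NP40 and catalase; compound: single concentration of 10 µM compound, 0.5% DMSO final; technique: FRET read of cyan and yellow fluorescence; timing: 50 min enzyme reaction, room temperature, light-protected; reagent: SFCypet-SUMO1-SFYpet substrate at 25 nM; control set: no-enzyme low, enzyme-DMSO high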
Apaf-1 inh – inhibitors of human Apaf-1 apoptosome; hit rate 0.71% among 330,000; reconstituted apoptosome caspase-3 activity, DEVD-Rh110 fluorescence; inhibition, % at 20 µM; O14727; AID 489030; active = inhibition of at least 40% at 20 µM;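 also: plate controls were DMSO wells for no effect and DEVD-CHO caspase inhibitor wells for full effect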
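detection = Rh110 fluorescence intensity | test system = biochemical Apaf-1 apoptosome reconstitution | also added = cytochrome c and DEVD-Rh110 substrate | schedule = 30 min plus 50 min, RT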
Numbers without * were called inactive; / = not tested or not shown. An unsorted share of the library (roughly 4.1% active in at least one column).

SMILES	HKDC1 inh	SENP8 block-1	NLRP3 yeast inh	SENP7 block	SENP8 block-2	PfGluPho inh	SENP6 inh	SENP1 inh	Apaf-1 inh
COc1ccc(CNC(=O)Cc2c(C(=O)O)[nH]c3ccccc23)c(OC)c1	-1	3	11	-4	20	-16	-9	1	0
CCCCS(=O)CC(CS(=O)CCCC)OC(=O)c1ccc(C)cc1 (stereo unspecified)	0	-10	-4	-3	6	4	0	-5	0
CC(C)c1cccc(O)c(=O)c1	13	-10	20	0	9	-41	-8	3	6
COc1ccc(C2C(C(C)=O)=C(O)C(=O)N2CCO)c(OC)c1 (stereo unspecified)	-7	1	14	2	19	-2	6	1	0
COc1ccc(O[C@H]2C=C[C@@H](c3ccccc3)O[C@@H]2CO/N=C(\C)CCC(=O)OC[C@H]2O[C@H](c3ccccc3)C=C[C@@H]2Oc2ccc(OC)cc2)cc1	/	11	7	-3	/	/	-3	/	10
O=C1c2c(Br)c(Br)c(Br)c(Br)c2C(=O)N1c1ccccn1	13	2	34	0	18	13	10	0	16
CCN(CC)c1c([N+](=O)[O-])c(=O)oc2ccccc12	-8	-5	0	2	14	-4	3	2	6
OC(CNCC(c1ccc(Cl)cc1Cl)c1c[nH]c2ccccc12)c1ccccc1 (stereo unspecified)	9	-5	18	2	4	12	0	3	6
O=[N+]([O-])c1nn(-c2ccc(Cl)cc2)n(O)c1=NCc1ccccc1	0	-18	-29	-5	31	11	-11	-2	-9
Cc1[nH][nH]c(=O)c1C(c1c(C)[nH][nH]c1=O)c1cn(Cc2cccc3ccccc23)c2ccccc12	17	42	11	24	86*	29	57*	6	95*
CCN1C[C@@H]2[C@@H]3C(=O)N(Cc4ccccc4)C(=O)[C@@H]3[C@](CC)(C(=O)OC)N2C1=NCc1ccccc1	-4	/	/	/	-2	8	/	1	/
CC1=C(C(=O)OC(C)C)C(c2cccs2)n2ncnc2N1 (stereo unspecified)	1	4	15	-8	3	20	-2	2	8
Cc1ccc(NC(=O)CCC(=O)N/N=C/c2ccc(O)cc2O)cc1	-19	-2	13	-1	1	-12	1	2	1
C=C(C)CSc1nc2sc3c(c2c(=O)n1-c1ccc(C)cc1)CCN(C)C3	5	-12	9	-9	-296	-8	5	-82	18
COc1ccc2[nH]c(=O)c(CNc3cccc(C)c3)cc2c1	20	5	12	6	-276	69*	24	13	15

Three entries from above, ordered by their value in SENP7 block, smallest number first.
| mol | SENP7 block |
| --- | --- |
| O=C1c2c(Br)c(Br)c(Br)c(Br)c2C(=O)N1c1ccccn1 | 0 |
| CCN(CC)c1c([N+](=O)[O-])c(=O)oc2ccccc12 | 2 |
| COc1ccc2[nH]c(=O)c(CNc3cccc(C)c3)cc2c1 | 6 |

(continued)
SMILES	HKDC1 inh	SENP8 block-1	NLRP3 yeast inh	SENP7 block	SENP8 block-2	PfGluPho inh	SENP6 inh	SENP1 inh	Apaf-1 inh
CCn1cnc2c1c(=O)[nH]c(=O)n2Cc1ccccc1	-6	0	-7	-4	5	5	-2	-5	-1
CCOC(=O)N1CCN(CC(O)c2c[nH]c3ccc(OC)cc23)CC1 (stereo unspecified)	-3	-3	-13	-5	3	-6	13	1	1
COc1ccc(NC(=O)Nc2ccc3c(c2)CCC3)cc1	-1	-7	9	13	7	-17	-5	3	11
Cc1coc2cc3oc(=O)c(CC(=O)N(C)CC(=O)O)c(C)c3cc12	-6	-9	-3	-2	-243	-11	4	-6	-2
Cc1cc(NC(=O)C2CCCO2)ccc1Br (stereo unspecified)	-5	-12	20	2	9	-3	-13	0	-4
COC(=O)c1ccc(NC(=O)CSc2nnc(Cc3cccn3C)n2-c2ccc(F)cc2)cc1	-3	-7	-6	10	-5	1	-12	-2	-11
O=C(c1cccs1)N1CCN(C23CC4CC(CC(C4)C2)C3)CC1	-7	-3	29	-6	7	-10	2	1	1
O=C(Cc1ccccc1[N+](=O)[O-])NNC(=O)Nc1ccc2c(c1)OCO2	-7	7	16	10	4	31	6	1	14
O=C(Nc1ccc(Br)cc1)c1cccc2c1C(=O)N(C1CCCCC1)C2	2	2	-1	5	6	8	3	1	12
COc1ccccc1C(=O)OCn1nnc2ccccc2c1=O	-5	0	5	7	21	-5	18	1	0
CCOc1ccc(CCNC(=O)COC(=O)c2cccc(S(=O)(=O)N3CCCC3)c2)cc1OCC	-6	1	4	-1	14	-5	3	3	9
COc1cc(/C=C2/SC(=S)N(Cc3ccccc3)C2=O)cc(OC)c1O	5	-2	13	1	39	-118	1	-26	18
COc1ccc(C(C)NC(=O)c2ccc(Cl)cc2)cc1OC (stereo unspecified)	-6	-4	18	0	4	-14	-3	2	0
CCc1ccccc1NC(=S)NC1CC2CCC(C1)N2Cc1ccc(F)cc1 (stereo unspecified)	-4	-4	21	6	21	10	-12	0	5
O=C(/C=C\c1cccs1)N1CCN(Cc2ccc3c(c2)OCO3)CC1	-13	-7	-29	-8	18	4	-24	-2	3

Three structures from above, arranged by formula weight, rising.
SMILES	HKDC1 inh	SENP8 block-1	NLRP3 yeast inh	SENP7 block	SENP8 block-2	PfGluPho inh	SENP6 inh	SENP1 inh	Apaf-1 inh
COc1ccc(C(C)NC(=O)c2ccc(Cl)cc2)cc1OC (stereo unspecified)	-6	-4	18	0	4	-14	-3	2	0
CCc1ccccc1NC(=S)NC1CC2CCC(C1)N2Cc1ccc(F)cc1 (stereo unspecified)	-4	-4	21	6	21	10	-12	0	5
CCOc1ccc(CCNC(=O)COC(=O)c2cccc(S(=O)(=O)N3CCCC3)c2)cc1OCC	-6	1	4	-1	14	-5	3	3	9

Shown with bars between the fields: entries from further up.
SMILES | HKDC1 inh | SENP8 block-1 | NLRP3 yeast inh | SENP7 block | SENP8 block-2 | PfGluPho inh | SENP6 inh | SENP1 inh | Apaf-1 inh
CCn1cnc2c1c(=O)[nH]c(=O)n2Cc1ccccc1 | -6 | 0 | -7 | -4 | 5 | 5 | -2 | -5 | -1
CCOc1ccc(CCNC(=O)COC(=O)c2cccc(S(=O)(=O)N3CCCC3)c2)cc1OCC | -6 | 1 | 4 | -1 | 14 | -5 | 3 | 3 | 9

With a hit mark in SENP8 block-2, among the entries above:
| compound | HKDC1 inh | NLRP3 yeast inh | SENP7 block | SENP8 block-2 | PfGluPho inh | SENP6 inh | SENP1 inh |
| --- | --- | --- | --- | --- | --- | --- | --- |
| Cc1[nH][nH]c(=O)c1C(c1c(C)[nH][nH]c1=O)c1cn(Cc2cccc3ccccc23)c2ccccc12 | 17 | 11 | 24 | 86* | 29 | 57* | 6 |

Carrying on.
SMILES	HKDC1 inh	SENP8 block-1	NLRP3 yeast inh	SENP7 block	SENP8 block-2	PfGluPho inh	SENP6 inh	SENP1 inh	Apaf-1 inh
CC1(C)CC(=O)/C(=C(\O)CCCN2C(=O)c3ccccc3C2=O)C(=NCC(=O)O)C1	-6	-3	6	1	1	11	1	1	-8
COc1ccc2cc(C(=O)/C=C/c3cc(OC)c(OC)c(OC)c3)ccc2c1	9	10	6	2	-38	4	-2	1	19
CCOC(=O)C1CCCN(C(=O)c2cc(S(=O)(=O)N(C)C)ccc2N2CCCC2)C1 (stereo unspecified)	-4	-2	13	13	26	-6	-26	1	2
CN(C)C(=O)c1ccccc1NC(=O)Cc1cccc2ccccc12	5	-12	23	4	20	-10	-13	1	-4
CCN1CCN(S(=O)(=O)c2cc(OC)ccc2OC)CC1	-5	-6	7	0	15	1	7	-1	-9
CCOC(=O)C1CCCN(C(=O)Cc2c(F)cccc2Cl)C1 (stereo unspecified)	-10	-6	20	-5	3	-4	-7	1	-26
Cc1ccc(C(C(=O)NCc2ccco2)N(C(=O)Cn2nnc3ccccc32)c2ccccc2)o1 (stereo unspecified)	-9	1	9	2	9	15	-26	-3	5
CC(NC(=O)c1cccc(F)c1)C1CC2CCC1C2 (stereo unspecified)	-4	-10	7	-6	5	-5	-7	1	-6
COc1cc(C(C(=O)Nc2c(C)cccc2C)N(C)C(=O)c2ccc(-n3cnnn3)cc2)ccc1O (stereo unspecified)	-5	-5	8	2	17	-15	-11	4	-3
COc1cccc(CNC(=O)CN(C)S(=O)(=O)c2cccc3cccnc23)c1	2	-4	-7	-1	16	-24	-15	-2	-4
CCOc1ccc(N/C(N)=N/c2nc(CSc3nnnn3-c3ccccc3)cc(=O)[nH]2)cc1	-8	3	-1	7	2	-15	25	3	-8
COC(=O)c1cc(CSc2ncnc3sccc23)oc1C	-3	-1	17	6	7	-6	10	-6	14
Nc1c(Cl)ncnc1NCC(O)CO (stereo unspecified)	-3	5	9	3	9	-4	4	-3	-14
Cc1cc(NC(=O)CN2C(=O)NC(C)(c3ccccc3)C2=O)no1 (stereo unspecified)	-5	-4	11	15	6	7	5	1	-6
CCOc1ncccc1C(=O)OCC(=O)Nc1cccc(S(=O)(=O)N2CCCCCC2)c1	-3	0	12	-5	3	-8	-8	2	18

Source: PubChem
